# PPC-1+TRAIL kill – compounds killing PPC-1 cancer cells with TRAIL present (potentiator screen, no TRAIL-free arm) | 220,000 compounds, 0.41% hits | AID 1443 | PPC-1 cells + TRAIL, ATPLite viability luminescence | cell killing (% activity), % at 4 µM;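 active = cell killing above 50% in the first pass at 4 µM, then a duplicate retest at 5 µM averaging 50% or more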;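 also: plate controls were cells with TRAIL plus DMSO for no effect and medium-only wells lacking cells for full effect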
# TNF necrop inh – TNF-alpha cell death inhibition in Jurkat FADD-/- cells | activation (protection from cell death), % at 10 µM | Jurkat FADD-/- TNF necroptosis rescue, ATP luminescence, 24 h; 0 = TNF only, 100 = no-TNF cells | 220,000 compounds, 0.068% hits | AID 463075;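 active = activation, meaning protection from cell death, of at least 50% relative to plate controls; inactive = activation below 50%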;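 also: necroptosis triggered by 40 ng/mL TNF-alpha added together with compound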
# FXIa inh 1536 – inhibitors of human coagulation factor XIa | purified FXIa, Boc-Glu-Ala-Arg-AMC fluorogenic substrate | inhibition, % at 5 µM | 220,000 compounds, 0.14% hits;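 active = inhibition of at least 40%; inactive = inhibition below 40%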;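 also: fluorescence of freed AMC excited at 355 nm; 0% = enzyme without compound and 100% = no enzyme blank; many of its hits are not listed in these tables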
# L929 necroptosis – L929 zVAD cell death inhibition | viability rescue, % at 10 µM | 220,000 compounds, 0.38% hits | L929 zVAD necroptosis rescue, ATP luminescence, 24 h; with zVAD 60 µM;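 active = activation, scaled between plate controls, above about 75%, limit read from the data; inactive = activation under that limit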;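 also: 0% = zVAD with DMSO and 100% = DMSO alone without zVAD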
# FXIIa inh 1536 – blocks human coagulation factor XIIa protease activity. 220,000 compounds, 0.3% hits. inhibition, % at 5 µM. P00748. AID 800. purified FXIIa, Boc-QGR-AMC fluorogenic substrate, 2 h; in the data active = inhibition above about 40%;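 also: 0% = enzyme with no compound and 100% = blank without enzyme; many of its hits are not listed in these tables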
# Wee1 stabilizer – inhibitors of human Wee1 degradation. P30291. 220,000 compounds, 1.2% hits. HeLa Luc-Wee1K328M stability, luciferase luminescence; 100% = proteasome inhibitor MG132 effect. AID 1321. reporter increase, % at 5 µM;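 active = activation above the mean of all tested compounds plus 3 SD, set per screening run, cut at about 8.8% in these data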;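 also: cells exposed to compound for 20 h before luminescence read; 0% = DMSO alone and 100% = MG132 at 30 µM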
# Target sequence (P30291 whole entry K328M): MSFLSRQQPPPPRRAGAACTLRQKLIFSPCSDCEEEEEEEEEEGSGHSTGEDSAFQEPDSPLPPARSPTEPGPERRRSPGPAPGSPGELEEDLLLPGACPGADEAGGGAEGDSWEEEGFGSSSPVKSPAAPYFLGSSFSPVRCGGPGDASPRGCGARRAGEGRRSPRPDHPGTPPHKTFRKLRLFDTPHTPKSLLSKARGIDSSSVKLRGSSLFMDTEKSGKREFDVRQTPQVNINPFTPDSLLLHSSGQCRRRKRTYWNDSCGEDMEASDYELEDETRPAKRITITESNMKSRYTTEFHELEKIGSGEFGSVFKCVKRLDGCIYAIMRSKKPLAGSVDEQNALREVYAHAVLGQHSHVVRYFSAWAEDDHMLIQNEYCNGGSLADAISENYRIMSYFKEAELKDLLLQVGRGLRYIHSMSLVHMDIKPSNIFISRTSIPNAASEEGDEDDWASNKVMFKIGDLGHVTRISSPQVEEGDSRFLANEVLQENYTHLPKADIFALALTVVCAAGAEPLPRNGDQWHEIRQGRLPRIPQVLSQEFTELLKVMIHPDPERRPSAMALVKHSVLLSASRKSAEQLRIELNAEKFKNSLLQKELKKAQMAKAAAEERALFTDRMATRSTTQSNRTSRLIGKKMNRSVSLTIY
# PGE2 EP2 inh – blocks the human prostaglandin E2 receptor EP2 | P43116 | C6 glioma cells expressing human EP2, cAMP TR-FRET; cells stimulated with saturating PGE2 | inhibition, % at 25 µM | 260,000 compounds, 0.52% hits;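 active = percent inhibition above 40 after rounding to a whole number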;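 also: rat C6 glioma host cells with rolipram phosphodiesterase inhibitor present; the protocol text gives 20 µM as final concentration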
# Target sequence (P43116 whole entry, looked up): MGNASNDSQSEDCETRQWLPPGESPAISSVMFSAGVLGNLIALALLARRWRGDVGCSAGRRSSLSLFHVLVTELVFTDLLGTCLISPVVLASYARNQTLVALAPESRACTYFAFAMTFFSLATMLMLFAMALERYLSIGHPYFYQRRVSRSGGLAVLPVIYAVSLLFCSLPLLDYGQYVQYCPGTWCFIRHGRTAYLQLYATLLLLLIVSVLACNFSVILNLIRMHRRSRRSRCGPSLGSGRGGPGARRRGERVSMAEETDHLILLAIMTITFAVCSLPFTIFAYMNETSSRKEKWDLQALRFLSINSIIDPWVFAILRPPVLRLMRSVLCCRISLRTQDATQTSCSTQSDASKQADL
# TbHK1 inh – blocks Trypanosoma brucei hexokinase 1 activity; recombinant TbHK1, G6PDH-coupled NADH A340; inhibition, % at 10 µM; 220,000 compounds, 0.11% hits; AID 1430;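 active = inhibition of 50% or more in the single-dose primary screen; inactive = inhibition below 50%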
# CHOP inhibitor – blocks CHOP induction under ER stress | CHO-K1 CHOP-promoter luciferase, tunicamycin-induced, 15-18 h | inhibition, % at 10 µM | 220,000 compounds, 3.8% hits | AID 2732;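 active = compounds that reduced the stress-induced luciferase reporter signal by more than about 70% of percent inhibition, limit read from the data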;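 also: 0% = tunicamycin plus vehicle and 100% = wells without tunicamycin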
# An asterisk follows results filed as active; . = no result given; & = joins results of further samples. Some of the compounds tested; count on the stated rates, not on these rows.
SMILES,PPC-1+TRAIL kill,TNF necrop inh,FXIa inh 1536,L929 necroptosis,FXIIa inh 1536,Wee1 stabilizer,PGE2 EP2 inh,TbHK1 inh,CHOP inhibitor
CCN(CC)CC(=O)Nc1ccc(-c2nc3cc(NC(=O)CN(CC)CC)ccc3o2)cc1,13,-0.7,5,5.1,2,7,5,-33,6
O=C(Cc1ccc(Cl)cc1)Nc1cc(S(=O)(=O)N2CCOCC2)ccc1N1CCCC1,22,1.0,3,-0.6,10,-1,7,-2,17
CC1(C)C2CCC1(CS(=O)(=O)NCc1ccc(C(=O)O)cc1)C(=O)C2 (stereo not given),8,-1.5,1,0.2,9,0,5,5,0
N#CCCN(Cc1cccnc1)C(=S)NC(=O)C1CC1,-1,0.1,14,3.1,8,-4,5,1,-14
Cc1ccc(S(=O)(=O)Nc2ccc3c(c2)nc2n3CCN(Cc3ccccc3)C2)cc1,-7,-4.7,13,1.5,7,-2,12,2,12
COCCCNC(=O)CNC(=S)N(Cc1cc(OC)c(OC)c(OC)c1)C1CCCC1,5,0.9,2,0.0,11,1,6,3,9
O=C(CSc1ccccc1)Nc1nnc(COc2ccc(Cl)cc2)s1,-4,2.2,9,.,8,1,6,10,57
CC(C)(Oc1ccc(Cl)cc1)C(=O)Nc1cccnc1,6,-3.3,-5,-0.1,6,0,16,6,30
Nc1[nH][nH]c(=O)c1N=Nc1cccc(Cl)c1,10,-2.5,-4,31,5,-3,9,-22,-13
O=C(c1ccc(F)cc1)N1CCC(N2CCCCCC2)CC1,15,1.2,1,3.0,10,-1,6,-3,17
CCCC(CCC)C(=O)Nc1c[nH]c(=O)[nH]c1=O,18,0.0,1,0.1,17,-1,6,5,36
Cc1ccc(CNC(=O)c2nnc(Cc3ccc(Cl)cc3)o2)cc1,-1,9.5,5,1.2,16,0,10,3,0
Cc1ccc(-c2nnn(CC(=O)Nc3ccccc3N3CCOCC3)n2)cc1,0,-12,0,0.3,9,-1,-1,3,32
O=C(OCc1nc2ccccc2s1)c1cccs1,34,-0.7,-2,-0.1,17,0,8,2,-18
Cc1cccc(C)c1-n1c(C)nn(CCOc2ccccc2)c1=O,-1,1.6,-5,4.6,-10,-3,10,-1,16
O=C(Nc1nc2ccc(S(=O)(=O)N3CCCCC3)cc2s1)C1CCCO1 (stereo not given),-2,-0.2,-1,-0.1,18,-1,14,0,-1
COc1ccc(CCNS(=O)(=O)c2cccc(C(=O)O)c2)cc1OC,-13,0.4,-3,1.3,2,-2,.,5,19
O=c1[nH][nH]c(-c2ccccc2O)c1C(C[N+](=O)[O-])c1ccc(Cl)cc1Cl (stereo not given),17,1.2,22,0.7,10,-2,3,2,3
CCNC(=S)NNc1nc(N2CCOCC2)nc(N2CCOCC2)n1,10,0.2,-3,-0.7,4,-2,2,6,-1
CCCc1ccc(C(=O)/C=C/N(C)C)cc1,27,-1.0,2,0.3,11,-1,6,-51,-12
COc1cccc(C(C(=O)NC2CCCCC2)N(C(=O)c2ccco2)c2ccc(-n3cnnn3)c(C)c2)c1 (stereo not given),18,1.0,1,0.1,10,5,15,-7,-28
COc1ccccc1-c1cc(C(=O)NN)[nH]n1,10,3.1,-2,1.6,-4,1,9,-16,9
O=c1[nH]c(=O)n(CCc2ccc(F)cc2)c(O)c1C=NCc1ccc2c(c1)OCO2,-5,-3.3,-1,-0.1,9,-1,-1,-7,41
CC(C)OC(=O)c1cc(C(=O)c2cc(Cl)ccc2O)coc1=N,13,0.0,-10,1.1,1,-2,9,-9,-9
CC1(c2nnc(-c3ccncc3)o2)CC(c2ccc([N+](=O)[O-])cc2)=NO1 (stereo not given),20,-2.5,4,-0.4,11,.,11,-18,7
COC(=O)[C@H]1C[C@@H]1[C@H](NC(=O)c1cc(C)on1)c1ccccc1,23,0.7,6,2.7,16,-4,16,-1,-5
O=C(N/N=C1\CC2CC=CC12)c1ccc(O)cc1 (stereo not given),15,0.9,6,1.6,5,0,7,0,-5
CCOCCOc1nc2c(c(=O)n(C)c(=O)n2C)n1Cc1ccc(C)cc1,.,-0.7,.,0.7,.,-1,11&9,0,.
CC(=O)NC(Nc1nc2c(s1)CCCC2)(C(F)(F)F)C(F)(F)F,2,-0.5,9,.,14,2,8,4,-40
Cc1ccccc1S(=O)(=O)Cc1ccc(C(=O)NCCN2CCN(Cc3ccccc3)CC2)o1,23,0.7,3,0.3,15,-3,14,-3,-7

# Filtered by structure, the compounds so far with a furan ring, fused or not.
SMILES,PPC-1+TRAIL kill,TNF necrop inh,FXIa inh 1536,L929 necroptosis,FXIIa inh 1536,Wee1 stabilizer,PGE2 EP2 inh,TbHK1 inh,CHOP inhibitor
COc1cccc(C(C(=O)NC2CCCCC2)N(C(=O)c2ccco2)c2ccc(-n3cnnn3)c(C)c2)c1 (stereo not given),18,1.0,1,0.1,10,5,15,-7,-28
Cc1ccccc1S(=O)(=O)Cc1ccc(C(=O)NCCN2CCN(Cc3ccccc3)CC2)o1,23,0.7,3,0.3,15,-3,14,-3,-7

# Next section:
SMILES,PPC-1+TRAIL kill,TNF necrop inh,FXIa inh 1536,L929 necroptosis,FXIIa inh 1536,Wee1 stabilizer,PGE2 EP2 inh,TbHK1 inh,CHOP inhibitor
CC(C)[C@H](NC(=O)OCc1ccccc1)C(=O)OCC(=O)Nc1c(F)cccc1F,8,0.7,5,0.5,11,0,17,0,10
CC(Oc1ccccc1)C(=O)Nc1ccccc1O (stereo not given),4,-0.1,-5,1.2,0,-4,6,-3,-6
O=S(=O)(c1ccc(Br)cc1)c1nc(-c2ccco2)oc1NCC1CCCO1 (stereo not given),-16,-1.1,1,-1.0,6,-2,2,-6,16
O=S(=O)(NC(=S)Nc1ccccc1)c1ccc(F)cc1,-5,3.3,4,0.6,16,-2,7,13,-27
COc1ccc(C(=O)Nn2c(SCC(=O)NCc3ccccc3)nc3ccccc3c2=O)cc1,22,-0.3,5,0.6,16,-1,3,-1,33
CCOC(=O)c1ccc(NC(=S)Nc2cc(C)cc(C)n2)cc1,6,0.9,-5,1.0,19,0,5,-10,-7
CCCCn1nnnc1SCC(=O)c1ccccc1F,7,-0.2,-1,4.1,11,0,-1,1,-16
O=C(CCN1CCOCC1)Nc1ccccc1,-10,-0.8,-2,0.0,14,-1,8,4,26
CS(=O)(=O)NN1C(=O)c2ccccc2NC1c1cc2ccccc2nc1Cl (stereo not given),-4,1.5,0,0.6,4,2,1,-4,-14
COc1ccccc1NC(=O)c1ccc(S(=O)(=O)N(C)C)cc1,31,2.4,2,0.9,21,-1,9,-1,-2
Cc1cc(N2CCOCC2)nc(N2CCOCC2)n1,28&5,-0.3&-0.6,-2&0,-0.5&0.1,10&6,4&3,3&3,-20&8,5&18
COC(=O)c1ccc(NC(=O)CN(c2ccc(OC)cc2)S(C)(=O)=O)cc1,10,2.5,5,0.6,10,4,3,-3,-24
O=CN1N=C(c2ccccc2)CC1c1ccccc1[N+](=O)[O-] (stereo not given),-16,1.3,4,1.3,4,0,15,-9,-3
COc1ccccc1-c1cc2ccccc2[nH]1,-3,-0.9,1,0.1,10,-2,9,-4,-6
Cc1cc(NC(=O)CCCn2nc([N+](=O)[O-])c(Cl)c2C)no1,1,0.4,0,-0.6,11,5,8,-6,3
CCn1cc(C(=O)N2CCN(c3ccc([N+](=O)[O-])cc3)CC2)c(=O)c2ccc(C)nc21,40,-1.7,2,-0.1,10,-2,4,-14,46
O=C(CN1C(=O)NC2(CCOc3ccccc32)C1=O)Nc1ccc2c(c1)OCCO2 (stereo not given),22,-2.9,-16,0.2,1,-2,11,2,34
Cc1ccc(/C=N/n2c(C)nc3ccccc3c2=O)o1,19,-2.9,-2,1.7,7,-1,8,-15,24
CCn1c(C)nc2c(=O)oc3ccccc3c21,26,-3.3,8,-0.5,10,-3,9,0,-3
Cc1cccc(N2C(=O)CN(Cc3sccc3C)C2=S)c1,17,0.0,2,0.0,3,2,5,-3,22
CCOc1cc2[nH]c(=O)n(Cc3cccc(OC)c3)c(=O)c2cc1OCC,-15,-3.8,3,0.1,9,2,2,-3,14
CNc1nc(N)c([N+](=O)[O-])c(Nc2cccc(Cl)c2)n1,4,-14,-3,0.8,6,-4,10,-19,7
Cc1ccccc1S(=O)(=O)Nc1nc2ccccc2nc1N1CCc2ccccc2C1,39,-0.8,-1,1.6,-4,5,12,-8,6
O=[n+]1c2c(n([O-])c3ccccc31)CCC2,31,0.0,0,0.4,6,-3,9,-41,-9
CC1(C(=O)O)CC(C)(C(=O)O)CC(C)(C(=O)O)C1 (stereo not given),20,-1.3,25,0.9,26,-1,3,4,-13
Cc1ccc(S(=O)(=O)NCC(=O)Nc2ccc(C(F)(F)F)cc2)cc1,-3,1.1,2,0.3,11,5,2,-7,92*
O=C(Nc1ccc(Cl)cc1)N1CCC(CO)(Cc2ccccc2)CC1,6,2.3,-2,47,11,1,10,1,40
Cc1ccc(CCNC(=O)C2CC(c3ccccc3C(F)(F)F)=NO2)cc1 (stereo not given),22,0.7,-2,0.5,6,.,3,-2,0
Cc1ccc(S(=O)(=O)N2CCOCC2)cc1C(=O)NCc1ccco1,-10,-0.7,4,-0.3,15,-3,7,8,59
CCn1c(SCC(=O)Nc2ccc(S(N)(=O)=O)cc2)nnc1-c1cccc(OC)c1,-8,-1.2,3,0.8,14,-1,2,0,19
Cc1ccc(C(=O)c2cncc(Br)c2)cc1,25,-0.2,0,0.8,10,-2,6,1,24
CCOC(=O)Cc1cc(=O)n2[nH]c(C(C)(C)C)cc2n1,-4,0.2,2,0.4,5,1,9,-9,-13
CCC(C)(C(=O)NC1CCCC1)N(Cc1ccco1)C(=O)Cc1cccs1 (stereo not given),6,-0.8,-3,-0.2,8,-1,9,1,6
CCCn1c(SCC(=O)c2c(C)[nH]c(C)c2C(=O)OCC)nc2ccccc21,20,0.3,-9,0.0,-8,2,4,37,15
O=C(NNc1c(Cl)cc(Cl)cc1Cl)C1CCC1,27,2.3,-6,0.9,0,-1,2,-4,18
COc1cc(C(C(=O)NC2CCCC2)N(C(=O)Cc2cccs2)C2CC2)cc(OC)c1OC (stereo not given),3,-0.4,1,0.6,6,0,3,2,-18
O=C1C2C3C=CC(CC3)C2C(=O)N1/N=C/c1ccccc1O (stereo not given),22,-3.1,5,-0.4,11,0,14,1,-1
Cc1onc(-c2ccccc2Cl)c1C(=O)Nc1ccc(N2CCOCC2)cc1,4,-4.3,-4,-0.6,3,-2,-1,-2,-11
O=C(NCc1ccco1)C(NS(=O)(=O)c1cccc2nsnc12)c1ccccc1 (stereo not given),-2,-1.1,-18,0.9,7,0,11,-9,-7
CC1=CC(=O)C(C(C)C)=C/C1=N/OS(=O)(=O)c1ccccc1,-1,-33,-1,36,3,-1,13,-6,106*
O=[N+]([O-])c1ccc(-n2cccn2)c(-c2nn[nH]n2)c1,-6,-0.8,0,0.7,-2,1,7,-8,-25
CC(CC(=O)NC1CCCC1)c1ccccc1 (stereo not given),13,0.0,2,0.3,26,-3,5,5,9
CCOC(=O)C1CCCN(C(=O)COC(=O)c2ccc(C#N)cc2)C1 (stereo not given),18,-0.6,-3,1.8,5,0,1,1,-3
CC(C)(C)NC(=O)COC(=O)c1snc(C(=O)NC2CCCCC2)c1N,8,-1.8,1,0.1,15,-3,4&9,-8,23
CC(=O)NC1=NN(C(C)=O)C(C)(c2ccc3ccccc3c2)S1 (stereo not given),12,-0.5,9,-0.3,17,-1,4,34,-11
